# KB-V1 MDR tox = kills drug-selected multidrug resistant KB-V1 cells. 400,000 compounds, 3.4% hits. AID 1347076. KB-V1 MDR cells viability, CellTiter-Glo, 72 h. Potency, µM (titrated, usually from 46.1 µM), for inactives: at the top dose activity change, negative = cytotoxicity, usual class: cytotoxic; note: potency is the fitted concentration of half-maximal effect; % is set by controls: 0 for no effect and ±100 for the full control effect; nearly all actives have a fitted effect of over 60% in size
#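 Drug-selected KB-V1 cells, grown in DMEM lacking phenol red with 10% FBS, receive compound titrations; after three days at 37 degrees C, surviving cell ATP is quantified by CellTiter-Glo luminescence and responses normalized and curve-fitted.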
# GLP-1R inv ag = acts as inverse agonist at human GLP-1 receptor; HEK293 GLP-1R CRE-luciferase, luminescence, 24 h; GLP-1R form is constitutively active; Potency, µM (doses to about 38.3 µM), without a hit: at the highest dose activity change, negative = inhibition, actives largely listed as inhibitors; 410,000 compounds, 1.6% hits; AID 624417; note: potency is the fitted concentration of half-maximal effect; % is set by controls: 0 for no effect and ±100 for the full control effect; nearly all actives have a fitted effect of over 55% in size
#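 Cells are plated, allowed 12 hours at 37 deg C, then treated with compounds for 24 hr before luciferase detection reagent is added and luminescence is read after 12 min at room temperature. The HEK293 line carries constitutively active GLP-1R with a cAMP-responsive reporter.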
# TDP-43 yeast inh = inhibitors of TDP-43 toxicity in yeast; TDP-43 expressing yeast growth rescue, BacTiter-Glo, 24 h; Potency, µM (highest dose often 46.1 µM), for inactives: top-dose growth rescue (activation), hits mostly activators; 410,000 compounds, 1.8% hits; note: potency is the fitted concentration of half-maximal effect; % of control where 0% means no effect; nearly all actives have a fitted effect of over 50% in size
#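 Galactose-induced TDP-43 yeast, OD600=0.02, compound pinned; 24 hr, 30 deg C; BacTiter-Glo luminescence for growth. Inhibitors of TDP-43 toxicity read as activators.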
# aSyn yeast inh = rescues yeast growth from alpha-synuclein toxicity; AID 652106; Potency, µM (titrated, usually from 46.1 µM), for inactives: top-dose growth rescue (activation), most hits filed as activators; 370,000 compounds, 0.14% hits; Yeast expressing alpha-synuclein, growth rescue, BacTiter-Glo, 24 h; note: potency is the fitted concentration of half-maximal effect; % of control where 0% means no effect; nearly all actives have a fitted effect of over 65% in size
#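 Galactose-induced alpha-syn yeast (OD600=0.02, raffinose-pregrown) + pinned cpd, 24 hr, 30 deg C; growth by BacTiter-Glo luminescence. Growth restoration scores as activation.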
# D3 antag = antagonists of human D3 dopamine receptor; 360,000 compounds, 2.5% hits; max response, negative = inhibition, %; D3R cells, DiscoveRx beta-arrestin luminescence, antagonist mode; stronger effect = lower value; in the data active = max response below about -50%; inconclusive = no clear call, values can overlap the other calls; note: % is set by controls: 0 for no effect and ±100 for the full control effect; mostly tested at two doses, the higher about 12 µM
# Target sequence (P35462 whole entry, looked up): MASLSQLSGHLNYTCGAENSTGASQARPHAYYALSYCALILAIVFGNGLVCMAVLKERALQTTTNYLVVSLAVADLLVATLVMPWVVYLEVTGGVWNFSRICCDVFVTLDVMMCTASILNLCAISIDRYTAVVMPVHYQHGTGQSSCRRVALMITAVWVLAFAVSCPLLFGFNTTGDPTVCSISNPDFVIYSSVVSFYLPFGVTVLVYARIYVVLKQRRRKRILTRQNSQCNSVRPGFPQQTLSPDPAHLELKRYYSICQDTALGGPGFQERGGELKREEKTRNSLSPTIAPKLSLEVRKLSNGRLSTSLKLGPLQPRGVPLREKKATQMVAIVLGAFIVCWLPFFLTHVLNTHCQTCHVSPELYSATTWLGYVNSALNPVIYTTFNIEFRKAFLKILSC
#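 Cells plated overnight at 1500 cells/well, then exposed to library compounds with dopamine controls for 90 minutes at 37 degrees C. DiscoveRx reagent added for 30–60 minutes at room temperature; luminescence read, quantitative HTS format.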
# PTHR1 agonist = PTHR1 (human) receptor agonism; Q03431; HEK293 GP2 PTHR1 cells, GloSensor cAMP luminescence, 1 h; Potency, µM (highest dose often 115 µM), without a hit: at the highest dose activation, hits mostly activators; 410,000 compounds, 0.075% hits; note: potency is the fitted concentration of half-maximal effect; nearly all actives have a fitted effect of over 55% in size; some results filed as inactive show a strong effect at the top dose; inactives centre near -15; many of its hits are not listed in these tables
# Target sequence (Q03431 whole entry, looked up): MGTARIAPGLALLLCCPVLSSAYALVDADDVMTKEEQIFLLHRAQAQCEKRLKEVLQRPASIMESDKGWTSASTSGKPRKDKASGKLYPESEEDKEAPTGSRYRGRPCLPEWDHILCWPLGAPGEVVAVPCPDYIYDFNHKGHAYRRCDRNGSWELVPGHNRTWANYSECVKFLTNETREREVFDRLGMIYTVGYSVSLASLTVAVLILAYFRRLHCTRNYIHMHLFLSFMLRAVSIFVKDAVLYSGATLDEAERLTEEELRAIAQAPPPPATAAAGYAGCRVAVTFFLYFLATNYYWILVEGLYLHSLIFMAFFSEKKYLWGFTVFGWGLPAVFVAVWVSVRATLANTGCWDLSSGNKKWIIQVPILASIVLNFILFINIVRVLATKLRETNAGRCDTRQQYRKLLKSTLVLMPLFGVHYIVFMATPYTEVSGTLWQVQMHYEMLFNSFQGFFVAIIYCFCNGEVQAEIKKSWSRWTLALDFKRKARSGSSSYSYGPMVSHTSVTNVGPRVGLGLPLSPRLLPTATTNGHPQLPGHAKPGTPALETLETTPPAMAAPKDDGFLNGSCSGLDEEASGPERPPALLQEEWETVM
#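 HEK-293-derived GP2 cells expressing PTHR1 and a GloSensor cAMP reporter, 3,000/well, plated overnight, given luciferin plus IBMX (each 0.5 mM as added) for 1 h at 37 °C, then compound for 1 h at 37 °C. Luminescence was read after 15 min at room temperature.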
# D3 ag = activates the human D3 dopamine receptor | max activation, % | D3R DiscoveRx beta-arrestin cells, luminescence, 90 min | 410,000 compounds, 0.58% hits | AID 652048; in the data active = max activation above about 30%; note: 0% is about no effect; mostly tested at two doses, the higher about 12 µM
#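 Agonist-mode cell screen: cells plated at 1500/well and incubated overnight at 37 °C, then exposed to library compounds for 90 min at 37 °C. Detection reagent was added for 30–60 min at room temperature, and luminescence was read.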
# GLP-1R agonist = activates the human GLP-1 receptor; 380,000 compounds, 0.007% hits; P43220; HEK293 GLP-1R CRE-luciferase, luminescence, 4-6 h; cells express a hypersensitive GLP-1R form; Potency, µM (highest dose often 45.6 µM), inactives show at the top dose activation, actives largely listed as activators; note: potency is the fitted concentration of half-maximal effect; % of control where 0% means no effect
# GLP1R cytotox = cytotoxicity in counter-screen for GLP-1R inverse agonists; HEK293 cAMP-luciferase reporter cells, luminescence, 24 h; Potency, µM (titrated, usually from 38.3 µM), inactives show at the highest dose activity change, negative = inhibition, hits mostly inhibitors; 410,000 compounds, 0.13% hits;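 note: loss of luciferase light is scored as toxicity; potency is the fitted concentration of half-maximal effect; % is set by controls: 0 for no effect and ±100 for the full control effect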
#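 Seeding density was 200 cells/uL; after overnight-length (12 h) culture, 23 nL compounds went on for 24 h at 37 °C. Readout used a luciferase detection reagent, luminescence taken after 12 min at room temperature.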
# * = called active by the depositor; i = inactive; ? = inconclusive; / = not tested or not shown; & = joins results of further samples; ! = repeats disagree; [ ] = dose if it differs, or a comment. Unless noted, calls come from the whole dose curve; as a rule, active = well fitted curve in the direction sought with a large enough effect; inconclusive = small, poorly fitted or top-dose-only effect, or another doubt; inactive = no such curve, though single readings can be large; an effect the other way counts as inactive or inconclusive.
SMILES,KB-V1 MDR tox,GLP-1R inv ag,TDP-43 yeast inh,aSyn yeast inh,D3 antag,PTHR1 agonist,D3 ag,GLP-1R agonist,GLP1R cytotox
CCOc1ccc(OCCC(=O)OCC(=O)NC2CC2)cc1,-5%,37%[activator],-2%,3%,2,-23%,12,4%,-1%
CC(=NNS(=O)(=O)c1ccc(C)cc1)c1ccncc1,15%,-6%,22%,4%,9,-3%,0,0%,6%
CCc1ccc([C@@H]2CC(=O)[C@@H]3CN(S(=O)(=O)c4ccc(C)cc4)[C@H](c4ccc(Cl)cc4)C[C@@H]3N2S(=O)(=O)c2ccc(C)cc2)cc1,14%,21%,19%,3%,0,-13%,9,-1%,3%
Cc1cccn2c(=O)c(/C=C3\SC(=S)N(CC(C)C)C3=O)c(NCCCOC(C)C)nc12,?,15%,-12%,-1%,?,-1%[57.5 µM],4,8%,17%
CCCCN(C(=O)/C=C/c1ccco1)c1c(N)n(CC(C)C)c(=O)[nH]c1=O,-2%,8%,-21%,1%,-19,?,-9,0%,0%
O=C(CCCO)c1ccc2c(c1)OCCO2,1%,7%,-25%,-2%,-21,?,-5,2%,1%
O=c1[nH]c2ccc(NCc3ccc(-c4ccc(F)cc4)o3)cc2[nH]1,3%,9%,11%[9.22 µM],/,/,-1%,-7,/,-4%
CC(C)Oc1ccc(C(=O)Nc2ccc(N3CCCC3)cc2)cc1,-14%,17%,-8%,-15%,-2,-9%,-2,7%,-18%
COc1ccc(C(N)c2nccc3cc(OC)c(OC)cc23)cc1OC (stereo not drawn),-5%,94%[activator],-6%,-2%,-16,-16%,-9,?,-22%
Cc1ccc2c(Cl)c(C)c(N3CCCCC3)nc2n1,?,7.1µM*,18%,14%,5,i,-3,18%,?
Cc1onc(-c2c(F)cccc2Cl)c1C(=O)OCC(=O)c1c(N)n(C)c(=O)n(C)c1=O,-15%,-13%,/,4%,26,-28%,15,22%,-15%
Cc1ccc(OCCOC(=O)CCc2nc3ccccc3c(=O)[nH]2)cc1,2%,0%,-1%,-1%,-5,i,2,9%,14%
CCCc1c(C(=O)N/N=C/C(C)=C/c2ccco2)nnn1-c1nonc1N,-8%,-18%,13%,9%,-3,-9%,-1,3%,-11%
Cc1ccc(C)c(C(=O)N2CCC(c3nc4c(nnn4Cc4ccccc4)c(=O)[nH]3)CC2)c1,0%,?,-4%,/,/,-53%[inhibitor],-1,/,-9%
COc1ccc(C(=O)NN2CCOCC2)cc1,28%,0%,19%,0%,11,i,2,-3%,3%
CCn1cc(C(=O)N2CCN(c3ccccc3)CC2)c(=O)c2cc(S(=O)(=O)N3CCC(C)CC3)ccc21,-2%,-11%,?,/,/,-11%,1,-2%,-4%
COc1ccccc1Nc1ncnc2sccc12,1%,50%[activator],12%,-14%,-10,-26%,1,13%,1%
COc1ccc(C2(C)NC(=O)N(CC(=O)Nc3ccc4[nH]c(=O)[nH]c4c3)C2=O)cc1 (stereo not drawn),-9%,6%,-29%,1%,10,-18%,2,7%,-2%
COc1ccc(NS(=O)(=O)c2cccs2)cc1S(=O)(=O)N1CCCCC1,?,-21%,0%,-4%,-7,-18%,-2,12%,2%
CC(=O)c1ccc(N2CCN(C(=O)C3CCN(S(=O)(=O)c4c(C)noc4/C=C/c4ccc(C)cc4)CC3)CC2)cc1,-1%,0%,-13%,/,/,-17%,-5,-1%,2%
COc1ccc(-n2c(SCC(=O)NCc3ccccc3)nc3n[nH]c(C)c3c2=N)cc1,/,16%,19%,/,/,i,9,/,-12%
Cc1ccc(NC(=O)CN2CC(C)SC2=NC2CCCCC2)cc1 (stereo not drawn),?,11µM*,-19%&1%,9%&2%,-96*!,?,-16&-18,8%&-1%,?
O=C(Nc1ccccc1Br)c1cc(S(=O)(=O)NC2CCCCC2)ccc1F,/,?,-12%,/,/,-27%,-7,/,11%
Nc1nnc(SCC(=O)c2ccccc2)s1,7%,15%,-3%,-8%,7,i,-5,24%,20%
COCCN1C(=O)/C(=C/c2ccc(N3CCCC3)cc2C)SC1=S,9%,-10%,-14%[0.397 µM],-13%,7,i,1,12%,-20%
COc1ccc(CCN2C(=O)CC(NCCc3ccc(S(N)(=O)=O)cc3)C2=O)cc1OC (stereo not drawn),18%,20%,10%,-7%,-2,i,1,-6%,-2%
COc1cccc(CNc2ncn[nH]2)c1OCc1ccc(F)cc1,-21%,-11%,16%[9.22 µM],-1%,-25,i,-9,0%,23%
CCOC(=O)C1C(=O)NC(c2ccccc2)=NC1c1ccccc1 (stereo not drawn),19%,5%,-22%,0%,-22,?,-4,4%,16%
CCOC(=O)c1c(-c2ccccc2)oc2ccc(OCc3cccc(Br)c3)cc12,9%,-1%,2%,/,/,-15%,6,/,11%
COc1ccc(NC(=O)CN(C)C(=O)c2oc3c(ccc4ccccc43)c2C)cc1,?,-24%,19%,3%,16,i,0,14%,-3%
CCNC(=O)c1ccc(C)c(-n2c(C)nc3cccnc32)c1,17%,2%,7%,/,/,-15%,3,/,-2%
O=C(N/N=C/c1ccc(OCCCF)cc1)c1ccc(C(F)(F)F)cc1,-6%,-7%,-14%[0.397 µM],1%,12,i,-11,-1%,0%
O=C(COc1ccccc1)Nc1cccc(S(=O)(=O)N2CCCC2)c1,-20%,8%,19%,-17%,0,-5%,2,-1%,7%
Cn1cc(CN2CCCC(CNS(=O)(=O)c3cccc4cccnc34)C2)cn1 (stereo not drawn),/,-13%,-9%,0%,18,i,-16,0%,2%
CCOC(=O)CSc1nnc(-c2ccc(OC)cc2)n1CC,11%,6%,0%,6%,18,0%,3,-10%,14%
COc1cc(C=C(c2nc3ccccc3s2)c2nc3ccccc3s2)ccc1O,-7%,?,-5%[0.397 µM],4%,?,-16%,-2,19%,-23%
Cc1ccc(NS(=O)(=O)c2ccc(NC(=O)CN(c3cc([N+](=O)[O-])ccc3C)S(C)(=O)=O)cc2)c(C)c1,?,2.2µM*,9%,0%,-11,i,6,-8%,?
O=C1NC(=O)/C(=C/c2cccc([N+](=O)[O-])c2)N1,0%,38%[activator],-17%,-2%,12,-17%,1,0%,4%
Cc1ccc(C(=O)N[C@H](C(=O)Nc2cccc(S(=O)(=O)N3CCOCC3)c2)C(C)C)cc1,-25%,-4%,29%,3%,12,-8%,1,5%,-4%
COc1ccc(CNC(=O)c2ccc3c(Cl)c4c(nc3c2)CCCC4)c(OC)c1,-46%,14%,20µM*,/,/,-24%,-4,0%,-6%
O=C(Nc1cccc(Cl)c1)C(Cc1ccccc1)n1cccc1 (stereo not drawn),/,?,21%,/,/,i,-28,/,-16%
CC(=O)Nc1ccc(C(=O)OCC(=O)N2CCCC2)cc1,3%,14%,-10%,0%,7,i,4,2%,13%
CCCCc1ccc(-n2nc3cc(C)c(NC(=O)c4ccc(C#N)cc4F)cc3n2)cc1,?,7%,16%,/,/,i,2,/,3%
OC(c1ccc(F)cc1)c1nc(-c2ccc(F)c(Cl)c2)cs1 (stereo not drawn),2%,-29%,-86%[inhibitor],-59%[inhibitor],7,i,5,5%,-2%
Cc1cc2cc(C(c3nnnn3Cc3ccccc3)N3CCc4ccccc43)c(=O)[nH]c2cc1C (stereo not drawn),8.2µM*,0%,-3%,0%,13,i,-3,-1%,0%
C/C=C/C=N/NC(=O)CN(c1ccc(Br)cc1)S(=O)(=O)c1ccccc1,-20%,?,7%,4%,15,i,7,-9%,-4%
CC(C)Cn1cc(NC(=O)Nc2cccc(C(F)(F)F)c2)c2ccccc2c1=O,-9%,?,29%,1%,/,-18%,2,-4%,6%
Cc1ccc(S(=O)(=O)NC(C(=O)N2CCOCCOCCOCCOCC2)C(C)C)cc1 (stereo not drawn),?,-4%,-7%,9%,-2,i,-4,0%,6%
CCc1ccc(NC(=O)Cn2ccn(-c3ccc(OC)cc3)c(=O)c2=O)cc1,/,3%,-3%,/,/,20%,0,/,2%
O=C(Nc1ccccc1C(=O)NC1CCCCC1)c1ccccc1,2%,-30%,25%,1%,19,i,5,-4%,1%
CN(C)c1ccc(C=Nc2ccccc2)cc1,20%,15%,-15%,-7%,12,2%[57.5 µM],-5,12%,8%
Cc1nn(-c2ccc(Cl)cc2Cl)c(C)c1C(=O)O,3%,5%,?,1%,11,i,9,7%,-11%
COC(=O)c1ccc(C(=O)Nc2ccc3nc(-c4cccnc4)[nH]c3c2)cc1,-5%,3%,2%,0%,-13,i,-2,13%,0%
C=CCC[C@@H](Cc1ccc(F)cc1)C(=O)OC[C@@H](Cc1c[nH]c2ccccc12)NC(=O)[C@H](CC=C)CC(=O)N(CCO)Cc1ccccc1,21µM*,?,?,-6%,0,i,-5,-7%,-1%
O=C(NCCc1cccs1)Nc1nnc([C@H]2C[C@H](O)[C@@H](CO)O2)s1,-1%,15%,-10%,1%,0,-9%,-9,0%,-1%
CCc1ccc(NC(=O)C2CCCN(S(=O)(=O)c3cccc4nonc34)C2)cc1 (stereo not drawn),-4%,-2%,25%,/,/,-24%,11,0%,-14%
COc1ccc(NC(=S)NCCSc2ccc(C)cc2)c(OC)c1,-25%,10µM*,?,9%,14,i,8,3%,?

# Part of the list above, with values under each structure.
# Order of results – KB-V1 MDR tox | GLP-1R inv ag | TDP-43 yeast inh | aSyn yeast inh | D3 antag | PTHR1 agonist | D3 ag | GLP-1R agonist | GLP1R cytotox
C=CCC[C@@H](Cc1ccc(F)cc1)C(=O)OC[C@@H](Cc1c[nH]c2ccccc12)NC(=O)[C@H](CC=C)CC(=O)N(CCO)Cc1ccccc1
    21µM* | ? | ? | -6% | 0 | i | -5 | -7% | -1%
O=C(NCCc1cccs1)Nc1nnc([C@H]2C[C@H](O)[C@@H](CO)O2)s1
    -1% | 15% | -10% | 1% | 0 | -9% | -9 | 0% | -1%

# Assay outcomes from PubChem BioAssay.

# An excerpt; count on the stated rates, not on these rows.
